Screening results: PubChem, several laboratories
SUMO Mot1 rescue: SUMOylation pathway inhibition by Mot1-301 growth rescue. S. cerevisiae Mot1-301 growth rescue, ATP luminescence, 38.5C; percent above DMSO median, 100 means doubled. growth rescue, % at 18.8 µM. 1% of 320,000 active;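 active = every valid replicate shows activation above 250% relative to neutral control wells; inactive = the rest, any valid replicate at or below 250%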;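 also: OY570 slx delta 5 strain wells were the positive control but not used for scaling; some compounds called inactive have numbers as strong as hits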
PKA-R2B act: PKA-R2B complex activation; P22694+P31323; PKA-R2B holoenzyme dissociation, Cy5-IP20 fluorescence polarization; R2B truncated from residue 108, S112A mutant; 0% DMSO only, 100% 113 µM cGMP; activation, % at 11.4 µM; 0.079% of 340,000 active; AID 504700;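 active = activation above a cutoff set at the mean over all compounds plus 3 SD, cut at about 18% in these data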;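 also: higher means more holoenzyme dissociation and a rise in polarization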
Target sequence (P31323 whole entry, looked up, other chains not shown, the tested form may be a part): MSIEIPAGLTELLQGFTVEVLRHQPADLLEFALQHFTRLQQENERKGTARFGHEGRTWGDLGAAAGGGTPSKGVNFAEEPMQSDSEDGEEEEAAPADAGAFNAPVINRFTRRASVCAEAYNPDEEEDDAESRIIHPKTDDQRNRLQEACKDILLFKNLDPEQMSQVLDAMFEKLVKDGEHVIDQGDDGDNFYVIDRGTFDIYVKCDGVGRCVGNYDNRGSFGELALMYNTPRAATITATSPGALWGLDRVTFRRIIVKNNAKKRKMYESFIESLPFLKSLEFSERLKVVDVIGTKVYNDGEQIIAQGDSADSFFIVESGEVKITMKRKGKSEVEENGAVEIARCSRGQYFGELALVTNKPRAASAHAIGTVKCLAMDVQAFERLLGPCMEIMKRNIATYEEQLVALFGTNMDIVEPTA
PKA-R1A act: activators of PKA-R1A complex | P00514+P68181 | PKA-R1A dissociation, Cy5-IP20 fluorescence polarization; scaled: DMSO 0%, 113 µM cGMP 100% | activation, % at 11.4 µM | 0.083% of 340,000 active | AID 504707;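 active = percent activation above the mean of all tested compounds plus 3 SD, cut at about 19% in these data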;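 also: higher means more PKAc released from R1A so a rise in polarization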
DAGLB inhibitor: diacylglycerol lipase beta (human) inhibition. Q8NCG7. HEK293T DAGLB membrane lysate, EnzChek fluorogenic substrate. inhibition, % at 5.17 µM. 0.059% of 340,000 active; in the data active = inhibition above about 34%;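 also: 0% = enzyme with vehicle and 100% = wells lacking enzyme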
HTR5A inv ctr: inverse agonist of human HTR5A in OPRM1-OPRD1 counter-screen; P47898; HTR5A cell line, luminescence, inverse agonism; inhibition, % at 9.3 µM; 0.083% of 340,000 active; AID 504634; in the data active = inhibition mostly above about 23%, no sharp cut-off; inactive = mostly below about 18%;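 also: 0% = cells with DMSO and 100% = no-cell wells with DMSO; some compounds called inactive have numbers as strong as hits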
AddAB inh: less growth of phage-infected E. coli with AddAB; inhibition, % at 11.9 µM; E. coli expressing H. pylori AddAB, absorbance growth; 0.29% of 330,000 active; in the data active = inhibition above about 12%;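 also: 0% = vehicle wells of infected cells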
Ecoli viability: counter-screen for AddAB inhibitors: E. coli growth inhibition. AID 449728. inhibition, % at 11.9 µM. E. coli V3065 growth, OD600 absorbance, 18 h. 0.27% of 330,000 active;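 active = inhibition above the campaign's mean inhibition across all tested compounds plus 3 SD, cut at about 9.9% in these data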;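 also: uninfected addAB+ strain grown without phage in ampicillin broth; 0% = DMSO wells and 100% = ciprofloxacin 0.95 µg/ml wells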
HTR5A ag ctr: activates human HTR5A in OPRM1-OPRD1 agonist counter-screen; activation, % at 9.3 µM; P47898; HTR5A agonist assay, luminescence, cell-based; 0.61% of 340,000 active; in the data active = activation mostly above about 9.5%, no sharp cut-off; inactive = mostly below about 7.6%;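 also: 0% = cells with vehicle only and 100% = reference agonist; strong numbers were not always called active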
phage Ecoli inh: E. coli growth loss with phage present; growth absorbance; inhibition, % at 11.9 µM; 0.26% of 360,000 active; AID 651602; in the data active = inhibition above about 11%
Tat transport: E. coli Tat transport inhibition; inhibition, % at 10 µM; 0.036% of 340,000 active; E. coli MC4100 TorA-mCherry Tat export, fluorescence;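 active = mean replicate inhibition at least 50% and at least half of replicates individually reaching 50%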;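 also: exported cargo escapes ClpAP degradation while cytoplasmic cargo is degraded and loses fluorescence; 0% = median of neutral control wells and 100% = median of NaSCN control wells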
CDK5 p35 inh: blocks human CDK5/p35 kinase activity; 0.01% of 330,000 active; inhibition, % at 10 µM; AID 488839; Recombinant CDK5/p35, ADP-Glo luminescence, 60 min; Q00535+Q15078;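 active = highest replicate inhibition of at least 50% and at least 75% of replicates reaching 50%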;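 also: plate controls were DMSO neutral control for no effect and GW8510 at 10 µM for full effect; many of its hits are not listed in these tables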
Target sequence (Q00535 whole entry, looked up): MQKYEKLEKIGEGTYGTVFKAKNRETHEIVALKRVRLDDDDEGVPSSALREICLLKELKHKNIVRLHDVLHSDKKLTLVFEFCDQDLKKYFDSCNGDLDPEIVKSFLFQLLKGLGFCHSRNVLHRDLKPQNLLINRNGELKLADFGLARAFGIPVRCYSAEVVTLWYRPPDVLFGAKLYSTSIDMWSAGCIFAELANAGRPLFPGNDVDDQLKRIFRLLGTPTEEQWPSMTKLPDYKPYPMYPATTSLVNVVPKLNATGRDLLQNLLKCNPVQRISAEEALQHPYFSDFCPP
Target sequence (Q15078 whole entry, looked up): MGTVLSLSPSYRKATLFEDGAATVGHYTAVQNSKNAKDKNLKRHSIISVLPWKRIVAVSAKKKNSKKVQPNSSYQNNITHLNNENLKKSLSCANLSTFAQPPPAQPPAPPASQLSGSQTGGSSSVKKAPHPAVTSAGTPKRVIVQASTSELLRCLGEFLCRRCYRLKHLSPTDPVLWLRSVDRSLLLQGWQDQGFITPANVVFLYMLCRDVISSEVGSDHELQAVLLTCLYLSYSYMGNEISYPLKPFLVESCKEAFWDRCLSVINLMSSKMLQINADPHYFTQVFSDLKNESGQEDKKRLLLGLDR
* = called active by the depositor; · = not tested or not shown.

SMILES	SUMO Mot1 rescue	PKA-R2B act	PKA-R1A act	DAGLB inhibitor	HTR5A inv ctr	AddAB inh	Ecoli viability	HTR5A ag ctr	phage Ecoli inh	Tat transport	CDK5 p35 inh
CCN1CCN(C(=O)c2cccc(OC3CCN(S(C)(=O)=O)CC3)c2)[C@@H](C)C1=O	0.3	4.6	2.2	-2.2	-6.1	1.0	1.9	-1.6	0.6	-3.4	-2.9
COC(=O)[C@H](c1ccccc1Cl)N1CCc2sccc2C1	-8.5	0.3	-0.2	-0.7	-9.9	0.5	-0.1	0.5	3.5	-2.2	-0.7
O=[N+]([O-])c1cc(C(F)(F)F)cc([N+](=O)[O-])c1NCCNC(=S)Nc1ccc(Cl)c(Cl)c1	-9.7	-15.6	-7.2	-0.1	-6.0	1.3	1.3	0.7	6.9	18.4	1.1
COc1ccc2cc(C)c3nnc(SCC(=O)Nc4nc(-c5ccc(F)cc5)cs4)n3c2c1	41.4	-4.0	-16.9	-3.0	8.6	1.4	0.7	2.4	2.0	-8.6	1.6
CCn1c2ccccc2c2cc(/C=N/NC(=O)c3cccc(C)c3)ccc21	31.3	1.1	4.4	-0.8	-0.5	2.0	-1.5	-5.9	3.5	-6.7	·
COc1ccccc1C1C(C(=O)NCc2ccccc2)=C(C)Nc2ncnn21 (stereo unspecified)	0.1	5.6	-6.5	-3.3	-8.4	2.0	-0.2	2.8	4.2	0.8	0.0
CCN1/C(=C/C=C2/SC(=Nc3cccc4ncccc34)N(C)C2=O)Sc2ccccc21	·	-1.7	-13.5	-1.8	7.3	·	·	0.3	-2.5	1.8	4.2
CCCC(C)NC(=O)COC(=O)c1ccccc1SCC(=O)NC(C)CCC (stereo unspecified)	-15.8	5.2	-4.8	-3.9	7.5	1.3	1.0	-2.7	0.8	-4.0	-4.2
O=C(N/N=C/c1cccc(OC(=O)c2ccc3c(c2)OCO3)c1)c1cncc(Br)c1	3.5	7.5	-5.0	-2.4	-3.3	2.9	-2.0	0.6	3.9	-3.4	0.1
Cc1ccc(N2C(=O)CC(SCC(=O)Nc3ccc(S(N)(=O)=O)cc3)C2=O)cc1 (stereo unspecified)	114.0	-1.8	1.8	-1.4	-1.0	3.6	-2.9	0.3	2.0	-4.0	-3.5
Cc1cccc(NC(=O)NC2CC(=O)N(c3ccc4c(c3)OCCO4)C2)n1 (stereo unspecified)	-10.4	-6.5	-18.3	1.5	-13.2	3.6	0.3	0.6	-1.2	-1.2	-2.0
O=C(Nc1ccc2c(c1)OCO2)c1noc2c1CCCC2	1.7	2.7	-0.2	-2.2	-15.6	0.5	-2.3	5.8	2.8	-12.8	1.0
CN(C(=O)CC1C(=O)NCCN1Cc1ccc2ccccc2c1)C1CCOCC1 (stereo unspecified)	5.5	-4.7	-8.5	-1.2	-1.0	0.4	-1.2	0.3	1.2	2.3	0.9
CCCn1c(=O)c2sccc2n2c(CCCC(=O)NCC3CCCO3)nnc12 (stereo unspecified)	-10.9	-1.4	-11.5	0.3	-3.1	1.1	-2.5	1.0	3.2	2.8	-0.7
Cc1ccc(S(=O)(=O)Nc2cccc3cccnc23)c([N+](=O)[O-])c1	15.5	2.5	5.5	-1.8	17.2	-3.9	-6.3	-4.7	-3.7	-5.1	0.7
CCOc1ccc(-n2ccnc2)nn1	5.5	0.1	2.2	-6.5	-2.9	-0.2	-0.5	5.8	1.7	-0.2	2.7
Cc1ccc(SCC(=O)Nc2ccc(-c3nc4ccccc4[nH]3)cc2)cc1	-12.1	-13.1	-7.3	-1.1	-27.2	4.3	1.6	10.1	2.5	-21.9	-0.2
COC(CNC(=O)CNC(=S)N(Cc1ccccc1)Cc1cccnc1)OC	3.8	9.1	9.6	-4.3	0.4	1.0	-0.1	-0.2	-0.1	6.6	-2.4
Cc1cc(S(=O)(=O)N2CCCC2)ccc1OCC(=O)NCc1ccccc1	11.0	-5.0	-8.8	0.2	6.9	-5.8	0.3	-2.9	-0.6	-0.3	-0.3
O=C1NC(=S)S/C1=C\c1ccc(SCc2ccco2)o1	47.2	-2.1	1.9	9.3	6.5	3.9	-0.7	-0.6	·	-16.6	-0.5
COc1cccc(CNC(=O)CSc2nc3c(oc4ccccc43)c(=O)n2CC2CCCO2)c1 (stereo unspecified)	6.5	-4.1	4.8	0.5	-24.7	-0.7	-0.7	9.1	5.8	5.0	0.3
CCOC(=O)c1cc(CC)sc1NC(=O)CSc1nc2ccccc2c(=O)n1Cc1ccco1	57.6	10.4	-2.1	-0.9	8.5	3.0	0.0	0.8	4.9	16.3	0.3
CC(=O)Nc1ccc(C(=O)CSc2nc3ccc(C)cc3[nH]2)cc1	-6.8	-0.6	-10.1	1.7	-15.6	0.9	2.3	-2.5	0.5	-5.1	-4.9
O=[N+]([O-])c1ccc(NC2CCN(Cc3ccccc3)CC2)c([N+](=O)[O-])c1	6.9	9.8	3.3	-1.8	·	3.0	-0.2	·	5.1	-1.4	0.2
O=C(/C=C/c1ccccc1)NC(NC(=S)Nc1cccc(Cl)c1)C(Cl)(Cl)Cl (stereo unspecified)	-6.4	1.0	-1.4	-7.4	-2.0	0.7	1.4	10.2	5.3	-4.3	-0.1
CC(C)CN1C(=S)SC(C)(C)C1n1oc(=O)n(-c2ccccc2)c1=O (stereo unspecified)	-22.5	-2.3	-6.5	-6.1	-22.1	1.8	0.6	-1.7	2.9	2.7	0.3
CNC(=S)NNC(=O)c1ccc(N(C)C)cc1	-3.5	2.6	-10.4	-2.5	14.8	-0.9	-2.0	2.4	2.7	-2.9	1.2
CCOC(=O)c1cnc2c(C)cc(C)cc2c1Nc1ccc(S(=O)(=O)Nc2ncccn2)cc1	-5.1	-15.6	-6.4	-0.9	12.4	2.8	1.2	-6.1	2.4	-4.0	-0.1
O=C(Nc1ccncc1)c1cc(S(=O)(=O)N2CCCCC2)ccc1Cl	-12.1	4.8	-0.6	0.4	2.3	4.3	4.9	-0.8	2.6	-7.0	0.2
O=C(NCCCN1CCCC1=O)c1ccc(OCc2ccccc2)cc1	20.9	-9.4	7.5	-0.1	2.7	0.4	0.7	-3.4	0.0	6.2	1.7
C=CCOc1ccc(/C=C/C(=O)OCC(=O)NC2CCCCCC2)cc1	-0.2	2.1	-6.5	-6.6	4.5	2.1	1.4	-0.3	2.8	4.2	0.9
COc1cc(C(=O)NCCC(=O)NC2CCCc3ccccc32)cc(OC)c1OC (stereo unspecified)	-2.9	-5.4	-3.3	1.6	6.2	2.4	-1.9	-3.8	0.8	1.7	0.8
CC(C)CN1C(=O)C(=O)N(CC(=O)N2CCN(c3ccccc3)CC2)C1=O	-5.3	-1.8	-2.9	1.7	0.0	2.5	0.6	0.6	0.5	-2.7	1.0
Cc1ccc(C(=O)Nc2nnc(C3CCCCC3)s2)o1	-6.8	-3.1	2.8	-2.5	-39.9	3.3	3.2	1.2	0.2	5.6	0.9
Cc1cccc2cc(CN(CCN(C)C)C(=S)Nc3ccccc3)c(=O)[nH]c12	-4.2	-9.6	-4.3	0.9	-10.3	1.3	0.2	-1.2	2.0	42.0	7.8
CC(C)C1=Nc2cccc3cccc(c23)N1	-6.9	-16.2	1.6	1.0	-7.8	-0.7	-3.3	6.6	1.9	-3.9	2.1
CC1CCCCN1C(=S)NC(=O)c1ccco1 (stereo unspecified)	8.3	3.6	-0.4	0.7	-16.1	0.9	-1.9	-5.1	-1.3	1.9	1.8
CCNc1ccc(Br)cc(C(=O)/C=C/c2ccc3c(c2)OCO3)c1=O	4.5	-11.3	1.1	15.1	-5.0	1.0	0.6	-0.8	2.0	-0.3	2.3
CCOC(=O)c1[nH]c2ccc(OC)cc2c1NC(=S)N1CCN(c2cccc(C)c2C)CC1	7.0	-0.2	-8.0	-1.3	4.5	-1.0	0.7	-1.7	2.8	1.6	-1.6
O=C(CSc1nc2ccccc2n1S(=O)(=O)c1cccc([N+](=O)[O-])c1)NCc1cccs1	-16.8	-2.4	-11.2	0.7	10.4	2.4	0.3	-4.0	2.1	13.5	0.3
O=C(Nc1ccccc1-c1ccccc1)C1CCC1	-12.6	1.0	-1.5	1.9	-8.7	4.5	2.8	3.3	3.7	0.7	-0.2
O=C(NCCSCc1c(F)cccc1Cl)c1ccc(CN2CCOCC2)cc1	11.3	-7.3	1.3	-1.2	-4.0	1.6	1.0	3.7	2.1	0.2	-1.1
O=C(Nc1cc(C(F)(F)F)cc(C(F)(F)F)c1)c1ccc(Cn2cc(C(F)(F)F)ccc2=O)cc1	-13.3	-5.3	-0.9	-4.4	-1.2	-0.2	-2.3	0.5	3.4	0.9	-0.7
COc1ccc(/C=N/NC(=O)CNS(=O)(=O)c2ccccc2)cc1	13.1	3.0	-6.0	1.0	-52.2	-0.6	-4.4	20.5*	5.2	-7.7	0.6
CC(=O)/C(=C/Nc1ccc(Oc2ccccc2)cc1)c1ccccc1	11.0	10.2	5.5	-9.2	-4.3	1.9	0.4	1.7	0.8	6.6	-0.2
CCCn1c(-c2cc(OC)c(OC)c(OC)c2)nc2c1c(=O)[nH]c(=O)n2Cc1ccccc1	10.6	0.0	4.5	-2.0	0.5	1.6	-3.3	-1.4	0.5	-3.7	-0.6
CN(C)C=Nc1c(Br)cc(Br)c2nonc12	16.3	4.7	-4.2	-9.9	-1.6	3.1	-0.2	1.7	0.6	-4.3	0.0
CCC(=O)N1CCc2cc(S(=O)(=O)NCCC(=O)N3CCN(c4ccccn4)CC3)ccc21	-3.8	-8.2	-18.2	-0.5	16.0	1.2	3.6	2.6	2.2	-1.8	-0.4
CC(C)(C)NC(=O)C(c1ccccn1)N(C(=O)c1ccc2c(c1)OCCO2)C1CCCC1 (stereo unspecified)	-7.3	0.1	2.7	0.0	-21.2	2.3	-0.5	1.4	-0.2	-8.8	-2.0
N=C1C(=O)NC(=O)C1c1ccccc1 (stereo unspecified)	·	-6.5	-13.8	0.9	-0.1	·	·	0.0	1.0	7.1	1.9

The list continues.
SMILES	SUMO Mot1 rescue	PKA-R2B act	PKA-R1A act	DAGLB inhibitor	HTR5A inv ctr	AddAB inh	Ecoli viability	HTR5A ag ctr	phage Ecoli inh	Tat transport	CDK5 p35 inh
CC[C@@]12C(=O)N(c3cccc(F)c3)C(=O)N1[C@H](c1ccc(Cl)cc1)[C@@H]1C(=O)N(C3CCCCC3)C(=O)[C@@H]12	-11.1	-5.3	-2.6	0.9	-10.4	2.9	1.0	15.3*	4.6	13.0	-1.1
O=C1/C(=C/c2ccccc2)SC(=S)N1CCCC(=O)N1CCCCC1CCO (stereo unspecified)	10.0	-13.2	-11.7	-1.8	7.0	5.0	0.3	5.9	1.9	-0.7	·
COc1ccccc1NC(=O)CSc1n[nH]c(-c2ccco2)n1	·	0.7	-3.8	2.0	2.1	·	·	-0.6	0.4	-2.9	-3.8
Cc1cc(C(=O)CSc2nn3c(=O)c(C(C)(C)C)nnc3s2)c(C)n1C	168.2	0.3	-9.2	-1.9	-4.7	0.3	0.9	1.9	1.1	-1.9	-0.8
C/C(=N\O)C(C)(C)Nc1ccc(Br)cc1	99.0	-2.3	0.2	-1.6	-14.3	1.0	2.3	-2.2	2.6	-0.9	-0.4
